High-throughput results deposited in PubChem BioAssay by Emory University Molecular Libraries Screening Center.
PGE2 EP2 inh: human EP2 receptor antagonists, primary screen, TR-FRET cAMP, C6 glioma cells. Prostaglandin E2 receptor EP2 subtype (Homo sapiens), P43116. C6 glioma cells expressing human EP2; cells stimulated with saturating PGE2. inhibition, % at 25 µM. 0.52% of 260,000 active;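 active means percent inhibition above 40 after rounding to a whole number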;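 further: rat C6 glioma host cells with rolipram phosphodiesterase inhibitor present; the protocol text gives 20 µM as final concentration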
Target sequence (P43116 whole entry, looked up): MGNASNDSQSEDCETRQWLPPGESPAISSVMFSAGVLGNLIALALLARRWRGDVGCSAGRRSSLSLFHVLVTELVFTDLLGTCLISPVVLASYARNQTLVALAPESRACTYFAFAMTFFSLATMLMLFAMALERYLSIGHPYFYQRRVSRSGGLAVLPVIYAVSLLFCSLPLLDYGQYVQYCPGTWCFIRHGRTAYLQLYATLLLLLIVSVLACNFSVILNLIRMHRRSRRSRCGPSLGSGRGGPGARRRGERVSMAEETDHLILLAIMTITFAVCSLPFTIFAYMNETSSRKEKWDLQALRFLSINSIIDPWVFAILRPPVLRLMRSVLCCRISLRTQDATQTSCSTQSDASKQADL
EP2 mod: EP2 receptor modulators, cAMP readout, primary screen, cell-based, HTRF cAMP, PGE2 stimulation; Prostaglandin E2 receptor EP2 subtype (Homo sapiens), P43116; EP2-expressing cells, cAMP HTRF FRET, PGE2 co-stimulation; induction, % at 25 µM; 0.83% of 260,000 active;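 active means compounds whose cAMP rise, as percent of the full-agonist control response, exceeds 60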;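 further: rat C6 glioma line stably carrying human EP2 under a CMV promoter; the protocol text gives 20 µM as final concentration; 100% = response of wells given 1 µM PGE2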
The depositor's hits bear a star; & = joins results of further samples.

SMILES | EP2 mod | PGE2 EP2 inh
CS(=O)(=O)OCCCCOS(C)(=O)=O | 13.7 | 17.7&2.5
COCc1nnc(NC(=O)c2ccc(C)cc2)s1 | -19.3 | 10.7
CCC(NC(=O)c1cnc(C(C)(C)C)nc1)c1ccc(F)cc1 (centres undefined) | -42.1 | 3.0
CC(C)[C@H](Cn1nc(-c2cccs2)ccc1=O)NC(=O)Cn1nnc2ccccc21 | -15.7 | 8.7
CC(=O)Nc1ccc(S(=O)(=O)NCCSc2nnc3c(n2)[nH]c2c(C)cc(C)cc23)cc1 | -23.6 | 6.7
Cc1nc2cc(C(F)(F)F)ccc2s1 | -2.5 | 10.3
COc1ccc2[nH]c(=O)c(CN(CCO)S(=O)(=O)c3ccc(Cl)c(C(F)(F)F)c3)cc2c1 | -10.9 | 8.8
CC(NC(=O)C1CCN(c2nc3ccccc3n2C)CC1)c1ccccc1 (centres undefined) | 0.4 | 7.1
O=C(COc1ccc(S(=O)(=O)N2CCCC2)cc1)NCc1cccnc1 | 7.7 | 7.0
COc1ccccc1-c1nc2nc(C)cc(C)n2n1 | 7.5 | 11.0

The listing continues.
SMILES | EP2 mod | PGE2 EP2 inh
CN1CCc2nc(SCC(=O)Nc3c(Cl)cccc3Cl)c(C#N)cc2C1 | -17.2 | 17.7
Cc1cc(C)c(NC(=O)CSc2nnc(C(C)C)n2C)c(C)c1 | -1.6 | 17.7
CCN(CC)CCNc1c2c(nc3cc(-c4ccc(OC)c(OC)c4)nn13)CCC2 | -2.2 | 22.9
Cc1ccc2cc(CN(C(=O)c3cnccn3)C3CCCCC3)c3nnnn3c2c1 | -12.7 | 9.7
Fc1ccc(NC(=S)N(CCc2nc3ccccc3[nH]2)C2CCCCC2)cc1 | -141.8 | 15.2
COc1ccc(N2C(=O)N(c3ccc(C)cc3)C3CS(=O)(=O)CC32)cc1 (centres undefined) | -4.7 | 8.3
C[C@]12CCC3c4ccc(O)cc4CCC3C1CC[C@@H]2O (some centres undefined) | -53.6 | 15.2
N=c1oc2cc(O)ccc2cc1C(=O)Nc1ccc(Br)cc1 | -96.5 | 10.7
COc1ccc(C(=O)Nc2ccc(N3CCN(C(=O)c4cccs4)CC3)cc2)cc1 | -120.2 | 16.7
CCN1CCN(C(c2ccc(C)cc2)c2nnnn2Cc2ccc3c(c2)OCO3)CC1 (centres undefined) | -11.3 | 10.4

Next part:
SMILES | EP2 mod | PGE2 EP2 inh
Cc1cccc2cc(CN(Cc3ccccc3)C(=O)C3CC3)c3nnnn3c12 | 1.5 | 9.8
CC(Sc1nc(-c2ccccc2)cc(C(F)(F)F)n1)C(=O)Nc1ccccc1Br (centres undefined) | -158.3 | 14.6
O=C1c2ccccc2C(=O)C1c1nc2c(ccc3sccc32)s1 | -35.2 | 5.6
COC(=O)c1ccc(C2NC(=O)C(O)=C2C(=O)c2cccs2)cc1 (centres undefined) | 4.7 | 7.6
COc1ccccc1CN(Cc1coc2ccc(C)cc2c1=O)CC1CCCO1 (centres undefined) | 29.6 | 6.5
COc1ccccc1NC(=O)CSc1ncccc1C(=O)O | -2.4 | 2.6
COc1ccccc1CN(CCN(C)C)C(=O)C1CC(=O)Nc2ccccc21 (centres undefined) | -27.0 | 2.2
CCC(CC)c1nnc(NC(=O)Cc2ccc(Cl)cc2)s1 | -83.8 | 16.3
Cc1cccc(C)c1NC(=O)COc1ccc(S(=O)(=O)N2CCCC2)cc1 | -17.3 | 7.0
O=c1[nH]c(N2CCCC2)nc2c1CCN(Cc1ccccc1F)C2 | -25.3 | 8.5

Following part:
SMILES | EP2 mod | PGE2 EP2 inh
CCc1nnc(NC(=O)CSc2nnc(-c3ccccc3C)o2)s1 | -22.5 | 24.1
O=C(NCCNC1CCCCCCC1)c1cccs1 | -8.6 | 6.6
COc1ccc(CNc2c(-c3ccc(O)c(O)c3)nc3cnccn23)cc1 | -73.9 | 9.9
COc1ccccc1N=c1oc2cc(O)ccc2cc1C(=O)Nc1cccc(C)n1 | -29.5 | 15.3
CS(=O)(=O)c1ccc2nc(NC(=O)COc3cc(Cl)ccc3Cl)sc2c1 | -68.6 | 14.2
Cc1ccsc1CNCCCO | -25.1 | 5.4
CCOC(=O)c1ccc(S(=O)(=O)N(Cc2cccs2)Cc2cc3cccc(C)c3[nH]c2=O)cc1 | -110.3 | 18.7
Cc1sc2nc(C)n(C3CCN(C(=O)c4cnn(C(C)C)c4)CC3)c(=O)c2c1C | 17.1 | 7.1
O=C(O)CSc1cc(NS(=O)(=O)c2cccc3cccnc23)c2ccccc2c1O | -77.6 | 11.4
CC(C(=O)N1CCCC1)N1CCN(C2CCCCC2)CC1 (centres undefined) | -5.3 | 8.8

The listing continues.
SMILES | EP2 mod | PGE2 EP2 inh
COC(=O)Cn1nc(C)n2c(cc3ccsc32)c1=O | -36.8 | 10.9
COc1ccc(OC)c(NC(=O)CSc2nc(C(C)C)nc3sc4c(c23)CCCC4)c1 | 52.6 | 4.7
O=C(CCN1CCCCC1)N1CCc2c([nH]c3ccccc23)[C@H]1c1cccnc1 | 4.6 | 43.3*
Cc1cc(C)cc(NC(=S)N2CCC(c3nc4ccccc4[nH]3)CC2)c1 | -35.4 | 12.6
Nc1nc(-c2ccccn2)cs1 | 21.6 | 4.0
O=C(Nc1ccccc1)N(CCCO)Cc1cc2cc3c(cc2[nH]c1=O)OCCO3 | -37.9 | 6.2
Cc1ccc(C)c2nc(SCC(=O)Nc3nccs3)c(C#N)cc12 | 69.8* | 25.8
CC1Cc2cc(C(=O)c3ccccc3Cl)ccc2O1 (centres undefined) | -24.2 | 11.9
Cc1ccc2cc(CN(CCCN3CCOCC3)C(=O)Nc3ccccc3)c(=O)[nH]c2c1 | -15.3 | 7.6
COc1ccccc1C1(O)CCCN(CC(O)c2ccccc2)C1 (centres undefined) | -45.5 | 12.0

The list goes on:
SMILES | EP2 mod | PGE2 EP2 inh
CCc1ccc2nc3sc(C(=O)Nc4ccc5c(c4)OCO5)c(N)c3cc2c1 | -30.1 | 11.6
CCOCCCN=C1Sc2nc3cc4c(cc3cc2CN1CC1CCCO1)OCO4 (centres undefined) | 29.1 | 12.2
C=CCN1C(=O)/C(=c2/s/c(=C3/Sc4ccccc4N3CC)c(=O)n2CC=C)SC1=S | 2.2 | 17.6
CC(C)(C)NC(=O)C1CCCN(c2ncccn2)C1 (centres undefined) | 16.2 | 9.1
O=C(O)CCNC1CS(=O)(=O)CC1O (centres undefined) | -6.8 | 7.3
Nc1cc(-c2cccs2)nn(CC(=O)N2CCCCC2)c1=O | -62.0 | 7.8
O=C(Cn1ncc2ccccc2c1=O)N1CCCC1c1nc2ccccc2[nH]1 (centres undefined) | -3.0 | 5.6
COc1ccccc1NC(=O)N(Cc1cc2cc(OC)c(OC)cc2[nH]c1=O)C1CCCC1 | 23.5 | 10.8
Cc1ccc2occ(CN(CCCn3ccnc3)Cc3ccccc3Cl)c(=O)c2c1 | -39.8 | 12.3
Cc1ccc(NC(=O)c2cccs2)cc1NC(=O)Cc1ccccc1 | -6.4 | 12.7

Look-ups from above:
Cc1cccc(C)c1NC(=O)COc1ccc(S(=O)(=O)N2CCCC2)cc1 – EP2 mod = -17.3
CCN1CCN(C(c2ccc(C)cc2)c2nnnn2Cc2ccc3c(c2)OCO3)CC1 (centres undefined) – PGE2 EP2 inh = 10.4

Following part:
SMILES | EP2 mod | PGE2 EP2 inh
O=C(c1ccc(OC2CSC2)cc1)N1CCC(O)(c2ccccn2)CC1 | -23.2 | 4.6
CC1=NN(c2ccccc2)C(=O)[C@H]1N=Nc1ccc(S(N)(=O)=O)cc1 | 26.6 | 39.0
Cc1ccc2cc(CN(Cc3ccccc3)C(c3nnnn3C3CCCC3)C(C)C)c(=O)[nH]c2c1 (centres undefined) | 49.4 | 9.1
Cc1ccc2[nH]c(=O)c(CN(CCO)C(=O)N3CCOCC3)cc2c1 | -5.6 | 6.8
Cn1c(=O)c2cc(S(=O)(=O)NCC3CC4CCC3C4)ccc2n(C)c1=O (centres undefined) | -79.6 | 9.2
CN(C(=O)c1cccc(C#N)c1)c1nnc(-c2cccnc2)s1 | 12.3 | 3.9
CC1CC(C)CN(C(=O)Cn2nc3c4ccccc4nc(C(C)C)n3c2=O)C1 (centres undefined) | -36.0 | -0.2
C#CCOc1ccc(CN2C[C@@H]3CCCN3C[C@H]2Cc2ccccc2)cc1OC | -21.2 | 4.4
CCc1nnc(NC(=O)CCCOc2ccccc2OC)s1 | -5.9 | 6.2
C#CCOc1ccc(CN2CCc3c(nc(N4CCC(C)CC4)[nH]c3=O)C2)cc1OC | -19.5 | 2.0

(listing goes on)
SMILES | EP2 mod | PGE2 EP2 inh
COc1cccc(/C(O)=C2/C(=O)C(=O)N(CCCN3CCOCC3)C2c2cccnc2)c1 (centres undefined) | -7.2 | 19.6
COc1ccc(C2NC(=O)NC(C)=C2C(=O)Nc2ccc(C)c(C)c2)cc1OC (centres undefined) | -2.8 | 15.4
COCCn1nnnc1C(c1cc2ccc(OC)cc2[nH]c1=O)N1CCc2ccccc21 (centres undefined) | -75.7 | 8.4
COCCN1C(=O)C(O)=C(C(=O)c2ccco2)C1c1cccc2ccccc12 (centres undefined) | 30.1 | 15.3
CCN(CC)CCCNc1nc(-c2cccnc2)nc2ccccc12 | 10.8 | 7.1
Cc1ccc2cc(C(c3nnnn3C3CCCC3)N(Cc3cccnc3)CC3CCCO3)c(=O)[nH]c2c1 (centres undefined) | -36.4 | 14.3
O=C(O)CSc1ncccc1[N+](=O)[O-] | 33.3 | 9.7
CCOc1cc(C2C(C(C)=O)=C(O)C(=O)N2CC(=O)OC)ccc1O (centres undefined) | 10.2 | 10.2
Cc1nc2cc(-c3cccc(Cl)c3)nn2c(N(C)CCO)c1C | -34.1 | 7.1
O=C(O)C1CCCN(CCC=C(c2ccccc2)c2ccccc2)C1 (centres undefined) | 1.5 | 13.0&8.7

Other structures follow:
SMILES | EP2 mod | PGE2 EP2 inh
Cc1cc(C(=O)O)c(NC(=O)c2ccc(Cl)cc2)s1 | -21.1 | 10.0
CCOC(=O)c1ccc(NC(=O)N2CCC(c3nc4cc(C)c(C)cc4[nH]3)CC2)cc1 | -65.1 | 6.8
CCc1cc2cc3c(cc2nc1SCC(=O)Nc1c(C)[nH]c(=O)[nH]c1=O)OCO3 | -8.2 | 12.8
Cc1nn(CC(=O)NC2CCCCC2)c(=O)c2cc3occc3n12 | -16.6 | 5.3
CCCC(c1nnnn1C1CCCC1)N(Cc1cc2cc(OCC)ccc2[nH]c1=O)C1CCCC1 (centres undefined) | 30.5 | 9.7
COc1ccc(-n2ncc3c(=O)n(CC(=O)N4CC(C)CC(C)C4)cnc32)cc1 (centres undefined) | -23.4 | 10.9
N#CC1=C(SCC(=O)Nc2ccccc2)NC(=O)CC1c1cccc2ccccc12 (centres undefined) | -5.3 | 10.1
CCOC(=O)Cn1nnnc1CN(Cc1cccs1)Cc1cc2cccc(C)c2[nH]c1=O | 24.6 | 3.5
C=CC1=C(C)/C(=C/c2[nH]c(Cc3[nH]c(/C=C4\NC(=O)C(C)=C4C=C)c(C)c3CCC(=O)O)c(CCC(=O)O)c2C)NC1=O | 31.1 | 12.7
CCC(C)(C)NC(=O)C(c1sccc1C)N(Cc1ccco1)C(=O)c1csnn1 (centres undefined) | 34.9 | 8.9

Entries above marked active in EP2 mod:
SMILES	EP2 mod
Cc1ccc(C)c2nc(SCC(=O)Nc3nccs3)c(C#N)cc12	69.8*

Next part:
SMILES | EP2 mod | PGE2 EP2 inh
Cc1cc(=O)n2[nH]c(CC(=O)NC3(c4ccccc4)CCCC3)nc2n1 | -13.4 | 2.3
CCOc1ccc(OCC)c(NC(=O)CSc2nc3cc(C)c(C)cc3cc2C#N)c1 | 19.6 | 23.4
CCc1nc2sc3c(c2c(=O)n1CCO)CCC3 | 1.6 | 9.8
Cc1ccc(S(=O)(=O)N(CCCO)Cc2cc3cc4c(cc3[nH]c2=O)OCCO4)cc1 | -46.1 | 25.9
CCOC(=O)c1c(-c2ccc(OCC)cc2)csc1NC(C)=O | 64.3* | 8.2
CC(C)NS(=O)(=O)c1ccc(OCC(=O)NCc2ccc3c(c2)OCO3)cc1 | -43.1 | 8.8
COc1ccc(C2C3=C(CC(C)(C)CC3=O)NC3=C2C(=O)c2ccccc23)c(OC)c1OC (centres undefined) | -5.6 | 10.4
COC(=O)c1c(NC(=O)c2cccs2)sc(C(=O)Nc2ccc(F)cc2)c1C | -30.1 | 11.9
N#Cc1c(NC(=O)COc2ccc(Cl)cc2Cl)sc2c1CCC2 | -24.4 | 38.5
CC(OC(=O)c1ccco1)C(=O)NC1CCCC1 (centres undefined) | 13.3 | 5.9

Further entries:
SMILES | EP2 mod | PGE2 EP2 inh
CC(=O)Nc1ccc(NC(=O)c2ccccc2Cl)nc1 | -9.7 | 12.0
O=C(NC1CC2CCCC(C1)N2C1CCCCC1)c1ccc(Cl)cc1 (centres undefined) | -32.3 | 4.9
Cn1c(-c2ccc(O)cc2)n[nH]c1=S | -7.7 | 3.8
Cc1ccc(CN(CCCN2CCOCC2)Cc2ccccc2O)o1 | -5.3 | 4.5

Some of these compounds in order of molecular weight, rising:
SMILES | EP2 mod | PGE2 EP2 inh
CC(=O)Nc1ccc(NC(=O)c2ccccc2Cl)nc1 | -9.7 | 12.0
O=C(NC1CC2CCCC(C1)N2C1CCCCC1)c1ccc(Cl)cc1 (centres undefined) | -32.3 | 4.9
N#Cc1c(NC(=O)COc2ccc(Cl)cc2Cl)sc2c1CCC2 | -24.4 | 38.5
COC(=O)c1c(NC(=O)c2cccs2)sc(C(=O)Nc2ccc(F)cc2)c1C | -30.1 | 11.9

This is a subset (hit frequency here may not be typical).
